# High-throughput results as filed in PubChem BioAssay.
# GIRK2 act: activators of NPY4-receptor-primed GIRK2 channels, summary, cell-based, HEK293, thallium flux; G protein-activated inward rectifier potassium channel 2 (Homo sapiens), P48051; HEK293 GIRK2/NPY4 cells, thallium flux fluorescence; activation (% efficacy), % for hits at 37.5 µM; 34,000 tested, under 10 active; AID 1259324, 2017;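 active means primary screen hit, no activity in plain HEK293 cells, and in GIRK2-only cells above 5% efficacy rising with concentration; inactive means the rest, including fluorescent compounds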;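 further: efficacy is normalized control-subtracted fluorescence 15 s after thallium addition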
# Target sequence (P48051 whole entry, looked up): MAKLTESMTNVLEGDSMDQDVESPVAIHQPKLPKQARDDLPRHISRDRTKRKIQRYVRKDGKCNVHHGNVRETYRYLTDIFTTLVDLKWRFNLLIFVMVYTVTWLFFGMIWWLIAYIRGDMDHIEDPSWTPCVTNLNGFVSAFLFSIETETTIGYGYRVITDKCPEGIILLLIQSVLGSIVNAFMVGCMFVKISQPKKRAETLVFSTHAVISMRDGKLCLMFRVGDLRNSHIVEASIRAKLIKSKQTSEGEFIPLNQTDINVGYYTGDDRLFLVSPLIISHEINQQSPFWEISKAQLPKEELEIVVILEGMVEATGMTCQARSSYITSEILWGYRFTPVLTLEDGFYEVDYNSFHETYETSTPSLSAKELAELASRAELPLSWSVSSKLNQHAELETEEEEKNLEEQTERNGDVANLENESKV
# Calls only; i = inactive.
SMILES,GIRK2 act
CCCN1C(=O)NC2(CCN(S(=O)(=O)c3ccc(Cl)c(Cl)c3)CC2)C1=O,i
O=C(NCCn1nc(-c2cccnc2)ccc1=O)c1ccco1,i
COc1ccccc1CNC(=O)C(=O)Nc1c2c(nn1-c1ccccc1)CS(=O)(=O)C2,i
CC(C)n1nccc1-c1nnc(NC(=O)Cc2ccc3c(c2)OCO3)o1,i
COc1ccccc1C(=O)Cn1cc(-c2nc(-c3cnccn3)no2)ccc1=O,i
O=C(CN1C(=O)c2ccccc2S1(=O)=O)Nc1ncc([N+](=O)[O-])s1,i
O=C(NC1CCCCC1)c1ccc(=O)n(Cc2ccc(F)cc2)n1,i
Cc1onc(-c2ccccc2Cl)c1C(=O)Nn1cnc2c(cnn2C(C)(C)C)c1=O,i
CCN(CC)C(=O)CSc1nc2c(-c3ccccc3)c[nH]c2c(=O)n1Cc1cccc(OC)c1,i
CCOc1ccc(-n2c(=O)[nH]c3c(C(N)=O)nc(C(CC)CC)nc32)cc1,i
Cc1ccc(S(=O)(=O)c2[nH]c(-c3ccccc3)nc2SCC(=O)N2CCOCC2)cc1,i
COc1cc(C(=O)Nc2ccc(N3CCCC3=O)cc2)cc(OC)c1OC,i
CC(C)C(=O)Nc1ccc(S(=O)(=O)NCc2ccsc2)cc1,i
C=C(C)CN1CCN(c2cc(C)nc3c(-c4ccccc4OC)c(C)nn23)CC1,i
COCCNC(=O)NCC(O)Cc1ccccc1 (configuration not stated),i
CC(C)N(Cc1ccccc1)C(=O)c1cc2n(n1)CCCO2,i
O=C(Nc1ccc2c(c1)CN(S(=O)(=O)c1ccccc1)CC2)C1(c2ccccc2)CCOCC1,i
COCC(C)NC(=O)c1cc(-c2cccs2)nc2c1c(C)nn2C1CCS(=O)(=O)C1 (configuration not stated),i
FC(F)(F)c1ccccc1Nc1nc(=S)[nH]c2ccccc12,i
O=C(c1cnn(-c2ccccc2)n1)N1CC(c2nc(-c3ccc[nH]c3=O)no2)C1,i
COC(=O)N1CCC(CNS(=O)(=O)c2ccc3c(c2)CCCC3)CC1,i
Cc1cc(F)ccc1S(=O)(=O)Nc1ccc(N2CCCC2=O)cc1,i
O=S(=O)(c1ccc(Br)cc1)N1CCCSCC1CN1CCOCC1 (configuration not stated),i
O=S(=O)(NCC1CCN(C2CCCC2)CC1)c1ccccc1Cl,i
CC(C)C(=O)NCCOc1ccc2nnc(-c3ccccc3)n2n1,i

# Part of the list above, field by field:
COc1ccccc1C(=O)Cn1cc(-c2nc(-c3cnccn3)no2)ccc1=O
  GIRK2 act: i

COc1cc(C(=O)Nc2ccc(N3CCCC3=O)cc2)cc(OC)c1OC
  GIRK2 act: i

CCCN1C(=O)NC2(CCN(S(=O)(=O)c3ccc(Cl)c(Cl)c3)CC2)C1=O
  GIRK2 act: i

Cc1ccc(S(=O)(=O)c2[nH]c(-c3ccccc3)nc2SCC(=O)N2CCOCC2)cc1
  GIRK2 act: i

# Continuation:
SMILES,GIRK2 act
O=C(Nc1cccc(C(F)(F)F)c1)N1CCN(c2ccc3nncn3n2)CC1,i
Cc1cc(NC(=O)c2cc(C)n(C)n2)n(C)n1,i
N#Cc1nc(-c2ccc(S(=O)(=O)N3CCCCCC3)cc2)oc1N1CCc2ccccc2C1,i
O=C(/C=C/c1ccco1)N1CCC(Oc2nc3c(F)cc(F)cc3s2)CC1,i
Cc1[nH]c2ccccc2c1C(=O)C(=O)Nn1cnc2c(cnn2C(C)(C)C)c1=O,i
NS(=O)(=O)c1ccc(NC(=O)CSc2nnnn2-c2cccc(Cl)c2)cc1,i
COc1ccc(S(=O)(=O)Nc2ccc(C(=O)Nc3sc4c(c3C(N)=O)CCCC4)cc2)cc1,i
O=C(Nc1ccccc1F)c1ccc2c(c1)ncn2-c1ccccc1,i
CCOC(CNC(=O)C(=O)Nc1ccc2c(c1)N(C(=O)C(C)C)CCC2)OCC,i
COc1ccccc1NC(=O)Cn1cc(-c2ccccc2C)c(N2CCOCC2)n1,i
O=C(CN1CCCC(c2nc3ccccc3[nH]2)C1)Nc1ccc(C(F)(F)F)cc1 (configuration not stated),i
O=C(NCCc1csc2nc(-c3cccc(F)c3)nn12)c1ccno1,i
COc1ccc(-c2cc3c(=O)[nH]nc(SCc4nc(-c5cccc(Cl)c5)no4)n3n2)cc1OC,i
CCC(=O)N1CCN(c2ccc(-c3ccc(OC)c(OC)c3)nn2)CC1,i
CSCCC(C)(O)CNC(=O)CCSc1ccccc1 (configuration not stated),i
COCC(=O)NCC1CC(=O)N(Cc2ccc(F)cc2)C1 (configuration not stated),i
COCCn1c(C(=O)Nc2ccccc2Cl)cc2c(=O)n(C)c(=O)n(C)c21,i
COc1ccc(C)cc1-n1nnc(S(=O)(=O)c2ccc(C)cc2)c1C,i
CC(=O)N1CC(C(=O)NCCOc2ccc(F)cc2)C1,i
O=S(=O)(c1ccc(F)cc1F)N1CCN(Cc2nc(-c3cccs3)cs2)CC1,i
CCCC(CCC)C(=O)NCCS(=O)(=O)N1CCN(c2ncccn2)CC1,i
Cc1cc(N)ccc1N1CCCCC1=O,i
NS(=O)(=O)c1ccc(NC(=O)CCCS(=O)(=O)c2ccccc2)cc1,i
CN(C)C(CNC(=O)Cc1cccs1)c1ccccc1Cl (configuration not stated),i
CC(C)c1ccc(OCC(=O)N2CCN(c3ncnc4c3nnn4C)CC2)cc1,i
# Carrying on:
SMILES,GIRK2 act
COc1cc(C2=NN3C(=O)c4ccccc4C3C2)cc(OC)c1OC (configuration not stated),i
COc1ccc(-c2ccc(=O)n(CCCC(=O)Nc3c(C)cccc3C)n2)cc1OC,i
O=C(NCCN1CCN(c2ccccn2)CC1)c1ccccc1Cl,i
Cc1cc(C)nc(SCc2c(C(=O)NCc3ccc(F)cc3)nnn2-c2ccccc2)n1,i
COc1ccc(-c2ccc(=O)n(CCCC(=O)NCc3ccccc3)n2)cc1OC,i
O=C(CCc1nc2sc3c(c2c(=O)[nH]1)CCCC3)N1CCN(c2cccc(Cl)c2)CC1,i
CCOc1ccc(NC(=O)CN2N=NC3C(=O)N(c4ccc(C)cc4)C(=O)C32)cc1 (configuration not stated),i
O=[N+]([O-])c1cnc(Cl)nc1NCc1ccccc1,i
COc1ccc(CCS(=O)(=O)Nc2ccc3c(c2)N(C(=O)c2cccs2)CC3)cc1,i
CCc1nnc(-c2cccc(OCC(=O)Nc3ccccc3)c2)o1,i
CSCCC(C)(O)CNC(=O)/C=C/c1cccs1 (configuration not stated),i
COc1ccc(NC(=O)c2ccccc2SC)cc1N1CCCCC1=O,i
COc1ccc2sc(N(Cc3ccncc3)C(=O)c3ccccc3S(C)(=O)=O)nc2c1,i
Nc1c(-c2cccc(F)c2)nsc1C(=O)N1CCN(c2cccc(Cl)c2)CC1,i
Clc1ccc(-c2nc(NCc3ccccn3)nc3ccccc23)cc1,i
O=C(Cc1ccc(NS(=O)(=O)c2ccc3c(c2)CCCC3)cc1)NC1CC1,i
CN1C(=O)CCc2cc(NC(=O)C3(c4ccc(F)cc4)CC3)ccc21,i
CCOc1ccccc1NC(=O)CSc1nc2cc(OC)c(OC)cc2c2nc(C)nn12,i
CCOC(=O)C1CCCN(C(=O)CCc2c(C)nn(-c3nc(C)c(C)c(=O)[nH]3)c2C)C1 (configuration not stated),i
O=C(Nc1ccc(OC(F)(F)F)cc1)N1CCN(c2ccc3nncn3n2)CC1,i
Cc1c(C(=O)N(C)C2CCS(=O)(=O)C2)nnn1-c1ccc(F)cc1 (configuration not stated),i
CC(c1ccccc1)N1CC(CO)(CO)C1 (configuration not stated),i
COc1ccc(SCCC(=O)Nc2ccc(Br)cc2)cc1,i
O=C(NCCn1nc(-c2ccco2)ccc1=O)NC1CCCCC1,i
COc1nn(C)cc1C(=O)NCC(=O)Nc1ccc(F)c(C(F)(F)F)c1,i

# For convenience, some entries already given:
SMILES,GIRK2 act
CCc1nnc(-c2cccc(OCC(=O)Nc3ccccc3)c2)o1,i
CSCCC(C)(O)CNC(=O)/C=C/c1cccs1 (configuration not stated),i
COc1ccc(NC(=O)c2ccccc2SC)cc1N1CCCCC1=O,i
COc1ccc2sc(N(Cc3ccncc3)C(=O)c3ccccc3S(C)(=O)=O)nc2c1,i
Nc1c(-c2cccc(F)c2)nsc1C(=O)N1CCN(c2cccc(Cl)c2)CC1,i
Clc1ccc(-c2nc(NCc3ccccn3)nc3ccccc23)cc1,i
O=C(Cc1ccc(NS(=O)(=O)c2ccc3c(c2)CCCC3)cc1)NC1CC1,i

# (continued)
SMILES,GIRK2 act
COc1nn(C)cc1C(=O)Nc1nn(C)c2c1C(C)CC(=O)N2 (configuration not stated),i
COc1cc(S(=O)(=O)N2CCN(CCO)CC2)c(OC)cc1C,i
CCOc1ccc(NC(=O)CCc2csc(NS(=O)(=O)c3ccc(F)cc3)n2)cc1,i
CCn1c(SCC(=O)NCc2ccco2)nc2c(c1=O)SC(C)C2 (configuration not stated),i
Cc1ccc(NC(=O)C(=O)NCCN2CCOCC2)cc1C,i
CCC(=O)NCCCn1nc(-c2cccs2)ccc1=O,i
O=C(Cc1csc(Nc2cccc(Cl)c2)n1)NCCc1c[nH]c2ccccc12,i
CN(C)CCNC(=O)C(=O)Nc1c2c(nn1C(C)(C)C)CSC2,i
O=C(Cc1noc2ccccc12)NCc1n[nH]c(=O)c2ccccc12,i
COc1ccc(OC)c(NC(=O)c2ccc(N3CCCCS3(=O)=O)cc2)c1,i
Cc1nc(-c2cccc(NC(=O)C3CN(c4nc5c(F)cccc5s4)C3)c2)cs1,i
COc1ccccc1NC(=O)N1CCC(CNC(=O)c2cc(C)oc2C)CC1,i
Cc1ccsc1C(O)CNC(=O)C(=O)Nc1ccc2c(c1)OCO2 (configuration not stated),i
COCC(=O)N1CCCc2ccc(NC(=O)NC3CCCCC3)cc21,i
O=C(CS(=O)(=O)c1cccs1)Nc1ccc2c(c1)OCCO2,i
CN(C)S(=O)(=O)N1CCN(C(=O)c2cnn3ccccc23)CC1,i
CS(=O)(=O)c1cccc(S(=O)(=O)NC2CCS(=O)(=O)C2)c1 (configuration not stated),i
O=C(NCc1cccc(F)c1)NC1(c2nc(-c3ccsc3)no2)CCCCC1,i
Cc1cc(NC(=O)C2CCCC2)ccc1N1CCCCC1=O,i
O=C(CCC1CCCCC1)Nn1cnc2c(cnn2-c2ccccc2)c1=O,i
COc1cccc(N/C=C(\C#N)C(=O)NCc2ccccc2)c1,i
Cc1cc(C)c2c(n1)nn1c(NCCN(C)C)cc(C)nc21,i
COc1ccc(S(=O)(=O)CC(=O)Nc2ccc3sccc3c2)cc1,i
NC(=O)c1oc2ccccc2c1NC(=O)C12CC3CC(CC(C3)C1)C2,i
CCOc1ccc(-n2nnnc2CN2CCN(S(=O)(=O)N(C)C)CC2)cc1,i
# The results go on:
SMILES,GIRK2 act
CCS(=O)(=O)c1ccccc1C(=O)Nc1ccc2ncsc2c1,i
Cc1csc(NC(=O)Cn2nc(-n3nc(C)cc3C)ccc2=O)n1,i
COc1ccc(CNC(=O)C(=O)NCC(c2cccc3ccccc23)N(C)C)cc1 (configuration not stated),i
CC(C)Cn1c(-c2ccccc2)cn2c3c(=O)n(C)c(=O)n(C)c3nc12,i
O=C(N1CCCCC1)N1CCN(S(=O)(=O)c2ccc(F)cc2)CC1,i
Cc1cc(=O)n(CC(=O)Nc2nccs2)cn1,i
CCN(CC)c1nc2c(c(=O)n(C)c(=O)n2C)n1CCCOc1ccccc1,i
CCc1ccc(N2CC(c3nc4ccccc4n3CC(=O)N3CCOCC3)CC2=O)cc1 (configuration not stated),i
O=C(Cn1nc2c(c1NC(=O)c1cnccn1)CSC2)NCC1CCCO1 (configuration not stated),i
Cc1ccc(-c2noc(-c3cn(CC(=O)NCc4ccc(Cl)cc4)c4nc(C)ccc4c3=O)n2)cc1,i
CC1CCCCN1c1ccc(N2CCN(C(=O)c3ccc(Br)o3)CC2)nn1 (configuration not stated),i
CC(C)c1ccc(NC(=O)CSc2ncc(S(=O)(=O)c3ccc(Cl)s3)c(N)n2)cc1,i
O=C(NCCOc1ccc(-c2cccs2)nn1)c1ccc(S(=O)(=O)N2CCCC2)cc1,i
Cc1nnsc1C(=O)NCCn1cnc(-c2ccccc2)cc1=O,i
Cc1ccc(Cl)cc1NC(=O)C(=O)NCCCN1CCCC1=O,i
Cc1ccc(CNC(=O)C(=O)NCC2CCN(C)CC2)cc1,i
CCOC(=O)Nc1nc(CC(=O)Nc2ccc(OC)cc2OC)cs1,i
O=C(NCCC(c1ccccc1)c1ccccc1)C(=O)Nc1ccc(F)cc1,i
COc1cc(/C=C/C(=O)N2CCC(C(=O)NCC(F)(F)F)CC2)cc(OC)c1OC,i
Cc1cc(=O)[nH]c(-n2nc(C3CC3)cc2NC(=O)Cc2ccc(-c3ccccc3)cc2)n1,i
CN(C(=O)c1cc(N2C(=O)CCS2(=O)=O)ccc1Cl)C1CCS(=O)(=O)C1 (configuration not stated),i
Cc1nnc(-c2cn(CC(=O)NCCc3ccccc3)c3ccccc23)o1,i
COC(=O)c1ccccc1NC(=O)CN1C(=O)c2ccccc2S1(=O)=O,i
O=C(NCC1CCN(C(=O)Nc2ccc(F)cc2)CC1)c1nc2ccccc2s1,i
O=C(NCCCn1nc(-c2cccs2)ccc1=O)Nc1ccc(F)cc1,i
COc1ccc(-c2cc(=O)n(CC(=O)Nc3ccc(S(N)(=O)=O)cc3)cn2)cc1,i
Cc1cc(C)c(S(=O)(=O)NCc2cccnc2)cc1N(C)S(=O)(=O)c1ccc(Cl)cc1,i
COCc1cc(=O)[nH]c2cc(NC(=O)c3ccc(F)c(F)c3)ccc12,i
CCOc1ccccc1N1CC(C(=O)Nc2ccccc2F)CC1=O (configuration not stated),i
CCn1nnc2c(N3CCN(C(=O)NC(C)(C)C)CC3)ncnc21,i

# Grouped by structure, those above containing a nitro group on carbon
SMILES,GIRK2 act
O=C(CN1C(=O)c2ccccc2S1(=O)=O)Nc1ncc([N+](=O)[O-])s1,i
O=[N+]([O-])c1cnc(Cl)nc1NCc1ccccc1,i

# An excerpt. The share of hits here may be higher or lower than overall.
